Source: PubChem BioAssay (National Center for Advancing Translational Sciences (NCATS))
FLuc counter – inhibits or activates purified firefly luciferase, miR-21 counter-screen; P08659; purified FLuc, Km substrates, luminescence inhibition; Potency, µM (titrated, usually from 57.5 µM), for inactives: top-dose activity change, negative = inhibition, actives largely listed as inhibitors; 360,000 tested, 6.9% active; AID 588342; active means well fitted inhibition curve with a large enough effect; inconclusive means small, poorly fitted or top-dose-only effect;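 further: plate controls were vehicle for no effect and reference inhibitor for full effect; nearly all actives have a fitted effect of over 55% in size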
Target sequence (P08659 whole entry, looked up): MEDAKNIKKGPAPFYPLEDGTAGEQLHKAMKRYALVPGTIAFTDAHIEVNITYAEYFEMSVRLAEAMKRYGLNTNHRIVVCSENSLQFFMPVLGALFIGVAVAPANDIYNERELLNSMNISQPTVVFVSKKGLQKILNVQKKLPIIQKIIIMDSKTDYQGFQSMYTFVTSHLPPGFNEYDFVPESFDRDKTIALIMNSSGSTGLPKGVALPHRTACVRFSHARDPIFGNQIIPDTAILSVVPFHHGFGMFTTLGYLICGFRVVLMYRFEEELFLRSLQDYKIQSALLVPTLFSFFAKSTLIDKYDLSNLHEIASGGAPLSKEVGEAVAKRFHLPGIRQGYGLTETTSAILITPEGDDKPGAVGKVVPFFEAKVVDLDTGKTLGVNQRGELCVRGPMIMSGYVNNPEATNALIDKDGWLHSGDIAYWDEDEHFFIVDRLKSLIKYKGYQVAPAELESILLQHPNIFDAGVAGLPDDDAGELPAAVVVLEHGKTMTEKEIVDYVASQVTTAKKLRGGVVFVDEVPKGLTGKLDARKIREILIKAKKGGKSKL
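Purified P. pyralis luciferase (10nM final) with 10uM D-luciferin and 10uM ATP (Km levels) in 50mM Tris acetate pH 7.5, 10mM Mg acetate, 0.01% Tween-20, 0.05% BSA; qHTS 6-point titration, ~60 µM downward; luminescence read.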
* hit, by the source's call; ? = inconclusive. Potency means the concentration at half of the fitted maximal effect. Not all compounds are listed, so the mix of outcomes need not match the whole.

Sample of the layout, two compounds:
SMILES	FLuc counter
O=C(c1ccc(Cl)cc1)n1nc(-c2cccnc2)nc1NCc1ccc(F)cc1	0%
CCOc1ccccc1Nc1sc(C(=O)c2ccccc2)c(N)c1C(=O)Nc1ccc(F)cc1	6%

The listing (from the top)
SMILES	FLuc counter
O=C(c1ccc(Cl)cc1)n1nc(-c2cccnc2)nc1NCc1ccc(F)cc1	0%
CCOc1ccccc1Nc1sc(C(=O)c2ccccc2)c(N)c1C(=O)Nc1ccc(F)cc1	6%
COc1ccc(-c2nn(C)c3sc(C(=O)N4CCN(c5ccccc5F)CC4)cc23)cc1OC	-2%
CCOc1ccc(CNC(=O)C2CCN(C3=NS(=O)(=O)C(c4ccc(C)cc4)=C3CC)CC2)cc1	-14%
CCOc1ccc(S(=O)(=O)Nc2cc3c(C(=O)OCc4ccccc4)c(C)oc3c3ccccc23)cc1	-17%
COc1ccc(NC(=O)CSc2cn(CC(=O)N3CCCCC3)c3ccccc23)c(OC)c1	-12%
Cc1ccc(NC(=O)C2CCCN(c3nnc(-n4c(C)ccc4C)s3)C2)cc1Cl (configuration not stated)	-3%
COc1ccc(-c2c3c(=O)n(C)c(=O)n(C)c3c3c(-c4cccc(C)c4)nc4ccccc4n23)cc1	8%
Cc1ccc(C(=O)c2oc3ccccc3c2NC(=O)COc2ccc(C(C)C)cc2)cc1	-2%
CCOc1ccc(NC(=O)N2CCN3CCCCC3C2)cc1 (configuration not stated)	-2%
CSc1ccc(CNC(=O)Cn2c(-c3cccs3)cc3cc(F)ccc32)cc1	-2%
COc1cccc(N2CC(NC(=O)c3cc(Cl)ccc3OC)CC2=O)c1 (configuration not stated)	-7%
Cc1cc(C)n(-c2nc3ccccc3nc2Nc2cc(C(=O)O)ccc2C)n1	?
Cc1ccc(-n2ncc3c(NCCc4ccccc4)ncnc32)cc1	24µM*
COc1ccccc1NC(=O)c1c(-c2ccc(C)cc2)nnc2ccccc12	-16%
CCOC(=O)c1cc(-c2ccc(OC)c(S(=O)(=O)N3CCN(c4ccccc4)CC3)c2)on1	1%
Cc1cccc(N(C)S(=O)(=O)c2nnc(NC(=O)C(C)Oc3ccccc3)s2)c1 (configuration not stated)	4.8µM*
CCOc1ccc(CCNC(=O)c2[nH]c3cc(OC)ccc3c2Sc2ccccc2)cc1OCC	3%
O=C(Nc1sc2c(c1C(=O)NCC1CCCO1)CCC2)c1cc(=O)c2ccccc2o1 (configuration not stated)	2%
COc1cccc(C2C(C(=O)Nc3ccccc3)=C(C)Nc3nnnn32)c1OC (configuration not stated)	1%

The closing 3 records of the section before are carried over, then new ones follow.
SMILES	FLuc counter
CCOc1ccc(CCNC(=O)c2[nH]c3cc(OC)ccc3c2Sc2ccccc2)cc1OCC	3%
O=C(Nc1sc2c(c1C(=O)NCC1CCCO1)CCC2)c1cc(=O)c2ccccc2o1 (configuration not stated)	2%
COc1cccc(C2C(C(=O)Nc3ccccc3)=C(C)Nc3nnnn32)c1OC (configuration not stated)	1%
COC(=O)c1ccc(NC(=O)CCn2cnnn2)cc1	0%
CC(=O)Nc1ccc(C)cc1-c1nc2ccccc2n(CC(=O)c2ccc(Cl)cc2)c1=O	0%
COc1cc(NC(=O)c2nnn(CC(=O)Nc3cc(C)ccc3C)c2N)cc(OC)c1	-2%
CC(=O)c1ccc(NC(=O)c2cn(-c3ccccc3)nc2-c2ccc(Br)cc2)cc1	-14%
COC(=O)c1ccc(Cl)cc1NC(=O)N1CCCn2nc(C)cc21	0%
CC(C)c1ccc(NC(=O)CSC2=Nc3ccccc3C3=NC(CCC(=O)NCc4cccs4)C(=O)N23)cc1 (configuration not stated)	-9%
Clc1ccc(N2CCN(c3ncnc4c3nc3n4CCCC3)CC2)cc1	-8%
COC(=O)c1cc(S(=O)(=O)N2CCN(c3ccc(OC)cc3)CC2)c[nH]1	-1%
COc1ccc(S(=O)(=O)N2CCC(c3ccncc3)CC2)cc1Cl	-1%
Cc1ccc(C(=O)CC2(O)C(=O)N(Cc3ccccc3F)c3ccccc32)cc1 (configuration not stated)	-3%
CC(C)C(NS(=O)(=O)c1ccc2c(c1)oc(=O)n2C)C(=O)NCc1ccccc1 (configuration not stated)	4%
CN1CCN(CCC(=O)Nc2ccc(Cl)cc2)CC1	3%
CCc1nnc2c(NCc3cccc(OC)c3)nc3ccccc3n12	-4%
CCCS(=O)(=O)N1CC(=O)N(c2ccc(C)c(Cl)c2)C(C)(C(=O)NC2CCCCCC2)C1 (configuration not stated)	1%
O=C1Nc2ccccc2Oc2cc(Oc3ccc(Cl)cc3)ccc21	-9%
CCC(=O)Nc1ccc(-c2nc3ncccc3o2)cc1C	-18%
O=C(CCn1ccc2cc(S(=O)(=O)N3CCCC3)ccc21)NCc1ccccc1Cl	-8%
COc1ccccc1CNC(=O)c1ccc(N2CCCC2)c(NC(=O)NCc2ccccc2)c1	-1%
CCOCCc1nn2c(=O)cc(COC(=O)COc3ccc(C)c(C)c3)nc2s1	1%
Cc1ccc(C)c(CN2C(=O)c3ccccc3S(=O)(=O)c3ccc(C(=O)N4CCCCCC4)cc32)c1	-6%
CCC(=O)Nc1sc2c(c1C(=O)Nc1ccccc1C)CCC(C)C2 (configuration not stated)	-2%
Cc1ccc(NC(=O)C(Cc2ccccc2)N2Cc3ccccc3C2=O)cc1Cl (configuration not stated)	0%
CCCNC(=O)c1ccc(-n2c(-c3ccccc3)cc3c2CCC(C)C3)cc1 (configuration not stated)	-9%
CCC(=O)N1c2ccccc2CC1C(=O)NCCc1ccccc1C (configuration not stated)	-5%
CCN(CC)S(=O)(=O)c1nnc(NC(=O)COc2ccccc2F)s1	11µM*
Cc1ccc(C)c(NC(=O)CSc2nc(-c3ccccc3Cl)nc3c2Cc2c(CO)cnc(C)c2O3)c1	1%
Cc1ccc(C)c(N2CCN(CCCNC(=O)c3cnn(-c4cccc(Cl)c4)c3C3CCN(C(=O)OC(C)(C)C)CC3)CC2)c1	-7%
Cc1ccc(Nc2c(-c3ccc(Cl)cc3)nc3sccn23)c(C)c1	2%
CCCCCn1c(=O)c2c(nc3n2CCN3c2ccc(Br)cc2)n(C)c1=O	?
COC(=O)c1ccccc1NC(=O)C1CCCN(c2ncnc3onc(C)c23)C1 (configuration not stated)	0%
COc1cccc(CNC(=O)c2cc(-c3cccs3)nc3ccccc23)c1	?
CCCCN(CC)C(=O)C1CCCN(c2ncnc3c2nc2n3CCCCC2)C1 (configuration not stated)	0%
Cc1csc2nc(COC(=O)c3ccc(NC(=O)C(C)Oc4ccccc4)cc3)cc(=O)n12 (configuration not stated)	4%
Cc1c(Cl)cccc1NC(=O)c1ccc2nc(C(C)C)oc2c1	-1%
CCOc1ccccc1CNC(=O)c1cc(-c2ccc(C)c(C)c2)nc2ccccc12	?
Fc1ccc(CNc2nc3ccc(Cl)cc3n3nnnc23)cc1	0%
Cc1ccc(Cn2c(CN3CCN(c4cccc(Cl)c4)CC3)nc3c2c(=O)n(C)c(=O)n3C)cc1	-6%
CCn1c2c(c(=O)n3ncc(C(=O)Nc4cc(Cl)ccc4OC)c13)CN(Cc1ccc(OC)cc1)CC2	-1%
COCCn1c(C)cc(O)c(C(c2ccccc2)N2CCN(C)CC2)c1=O (configuration not stated)	-6%
CCOc1ccc(N2CC(c3nc4ccccc4n3CCCOc3ccccc3)CC2=O)cc1 (configuration not stated)	?
CC(C)(C)NC(=O)c1cnn2c(C(F)F)cc(-c3ccccc3)nc12	1%
CC(=O)c1ccc(NC(=O)Cn2ncc3c(C)n(Cc4ccc(F)cc4)c(C)c3c2=O)cc1	-13%
CC(=O)c1cc(-c2ccccc2)n(CCC(=O)NCc2ccc(C)cc2)c1C	-3%
Cc1ccc(N2CCN(C(=O)NCc3noc4ccc(C)cc34)CC2)c(C)c1	-3%
COc1cc(C2c3c(-c4c(C)cc(C)cc4O)n[nH]c3C(=O)N2Cc2ccco2)cc(OC)c1OC (configuration not stated)	-2%
Cc1cccc(NC(=O)CSc2nnc(-c3cccs3)o2)c1	-8%
O=S1(=O)c2ccccc2N(Cc2ccccc2F)c2ccccc21	?
CCOC(=O)c1c(C)oc2nc(C)nc(NCc3ccccc3OCC)c12	-9%
CCc1ccc(NC(=O)c2ccc3c(c2)c(C)c(C)n3Cc2ccccc2)cc1	-14%
COC(=O)c1c(C)oc2ccc(N(C(=O)c3ccncc3)S(=O)(=O)c3ccc(OC)cc3)cc12	-6%
CCCSc1nc2sc3c(c2c(=O)n1-c1ccc(C)c(Cl)c1)CCN(C(C)=O)C3	1%
COc1ccc(S(=O)(=O)N2CCCN(CC(=O)Nc3ccc(OC)cc3OC)CC2)cc1	-2%
CC(C)Cn1c(C2CC(=O)N(c3ccccc3Cl)C2)nc2ccccc21 (configuration not stated)	-3%
Cc1ccc(NC(=O)c2cnc(SCC(=O)N3CCCc4ccccc43)n(C)c2=O)cc1	?
CCn1c(C(=O)N2CCC(C(=O)NCCc3ccc(OC)cc3OC)CC2)cc2sccc21	-13%
Cc1ccc(C)c(N2CCN(S(=O)(=O)c3cc(C(=O)Nc4ccccc4C(F)(F)F)ccc3F)CC2)c1	2%
COc1ccc(/C=C\c2onc(C)c2S(=O)(=O)N2CCC(C(=O)Nc3ccc(C)cc3C)CC2)cc1	-1%
COc1cc(C2CC(=O)c3c([nH]c(C(=O)OC4CCCCC4)c3C)C2)cc(OC)c1OC (configuration not stated)	1%
COc1ccc(N2CC(NC(=O)C3CCCC3)CC2=O)cc1 (configuration not stated)	-2%
Cc1ccc(Cl)cc1N1CCN(C(=O)c2cn(C3CCCCC3)c(=O)c3c2c2ccccc2n3C)CC1	1%
(listing goes on)
SMILES	FLuc counter
CN(C)c1ccc(/C=C/c2noc(-c3ccccc3O)n2)cc1	0.67µM*
CCCCn1c(SCc2ccccc2C)nc2ccsc2c1=O	-2%
CCCCOc1ccc(C2C(=O)N(C3CCCCC3)CC(=O)N2C2CCCCC2)cc1 (configuration not stated)	2%
CCOCCCNC(=O)c1ccc(-n2c(-c3ccccc3)cc3c2CCCCC3)cc1	-10%
O=C(Cn1cc(SCc2ccc(Br)cc2)c2ccccc21)N1CCCCC1	-4%
COc1cc2c(cc1OC)C(CC(=O)O)N(C(=O)Nc1cc(OC)c(OC)c(OC)c1)CC2 (configuration not stated)	-1%
Cc1c(Cl)cccc1-c1ccc(CNCCCSc2nnnn2C)o1	-8%
CCOc1ccc(CC(=O)NCc2ccc3c(c2)CCN3C(=O)c2ccc(F)cc2)cc1OCC	-14%
CC(C)(C)c1ccc(C(=O)Nc2nc3nc(-c4ccccc4)cc(=O)n3[nH]2)cc1	?
Cc1cc2c(cc1C)-n1c(-c3ccccc3)c3c(=O)n(C)c(=O)n(C)c3c1C(c1ccco1)N2 (configuration not stated)	-19%
CCOc1ccccc1CNC(=O)C1CCN(C(=O)N2CC(CC)Oc3ccc(C)cc32)CC1 (configuration not stated)	-3%
CCc1ccc2occ(CC(=O)Nc3ccc(C)c(C)c3)c2c1	-16%
CCOc1ccccc1NC(=O)CSC1=Nc2ccccc2C2=NC(CC(=O)NCc3ccc4c(c3)OCO4)C(=O)N12 (configuration not stated)	-2%
CCc1ccc(NC(=O)c2cc3c(=O)n(Cc4cccnc4)ccc3nc2C)cc1	-6%
CC(=O)Nc1ccc(S(=O)(=O)NCC2CCC(C(=O)NCCN(CC(C)C)CC(C)C)CC2)cc1 (configuration not stated)	-3%
COCCNC(=O)c1ccc(CSc2nc3ccncc3n2Cc2ccccc2)cc1	-2%
CSc1nc(C)cc(Nc2c(C)cc(C)cc2C)n1	0%
CCCCOc1ccc(C(=O)N2CCN(CCc3ccccn3)CC2)cc1	-5%
CCOc1ccccc1C(=O)NCC(c1ccc(N(C)C)cc1)N1CCCC1 (configuration not stated)	5%
NC(=O)CSc1nc2cc3c(cc2c(=O)n1CCCCCC(=O)NCc1ccc2c(c1)OCO2)OCO3	0%

Ordered by molecular weight (falling): part of the list above
SMILES	FLuc counter
CC(=O)Nc1ccc(S(=O)(=O)NCC2CCC(C(=O)NCCN(CC(C)C)CC(C)C)CC2)cc1 (configuration not stated)	-3%
CCOc1ccccc1CNC(=O)C1CCN(C(=O)N2CC(CC)Oc3ccc(C)cc32)CC1 (configuration not stated)	-3%
Cc1cc2c(cc1C)-n1c(-c3ccccc3)c3c(=O)n(C)c(=O)n(C)c3c1C(c1ccco1)N2 (configuration not stated)	-19%
CC(C)(C)c1ccc(C(=O)Nc2nc3nc(-c4ccccc4)cc(=O)n3[nH]2)cc1	?
CCCCOc1ccc(C(=O)N2CCN(CCc3ccccn3)CC2)cc1	-5%
CCCCn1c(SCc2ccccc2C)nc2ccsc2c1=O	-2%
CN(C)c1ccc(/C=C/c2noc(-c3ccccc3O)n2)cc1	0.67µM*

New compounds follow.
SMILES	FLuc counter
COc1ccc(-c2nc3sc(CCNC(=O)C(=O)Nc4c(C)cccc4C)c(C)n3n2)cc1	0%
CCNC(=O)c1ccc(C)c(-n2c(C)nc3cccnc32)c1	1%
CCOc1cc(-c2nnc(SCC(=O)NCc3ccccc3)nc2-c2ccc(OC)c(OCC)c2)ccc1OC	-6%
O=C(NC1CC(=O)N(c2ccc(F)cc2)C1)c1cccs1 (configuration not stated)	-1%
CCC(=O)Nc1ccc(S(=O)(=O)NCc2ccc3c(c2)CCN3C(=O)c2ccc(C)cc2)cc1	-6%
CCOC(=O)C1CCCN(CCC(=O)Nc2ccc(OC)cc2OC)C1 (configuration not stated)	2%
CCN(CC)c1nn2c(=O)c(C(=O)NCc3ccc(OC)cc3OC)cnc2s1	-5%
CCc1c(C)nc2nncn2c1NCc1ccc(OC)cc1	2%
